MRP reversal – MRP-mediated drug resistance reversal. H69AR cells + 2 uM doxorubicin, CellTiter-Glo, 72 h. AID 602. differential viability (reversal), % at 10 µM. 0.04% of 85,000 active;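 active = viability drop by adding the cancer drug above about 55%, with treated viability meeting a 40% cutoff, limit read from the data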;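 note: viability without doxorubicin minus viability with 2 µM doxorubicin for each compound; larger differential means the compound sensitizes cells more to doxorubicin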
NFkB transloc pot – enhances IL-1B driven NFkB nuclear translocation; HUVEC IL-1B NFkB p65 nuclear translocation imaging; activation, % at 2 µM; 0.3% of 94,000 active; AID 819;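 active = activation above 40%, about the mean plus 3 SD, also judged a hit on visual image review; inconclusive = activation above 40% but not a hit on visual review; inactive = activation not above 40% and no visual hit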;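 note: percent activation is computed from the nuclear over cytoplasmic p65 intensity ratio; values of inactives mirror those of a sister screen read the other way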
PLAP inhibitors HTS – PLAP enzyme inhibitors, biochemical, luminescence, HTS (AID 690); purified PLAP, luminescent substrate; higher % means a stronger effect; inhibition, % at 20 µM; hits with a dose series show IC50 in µM; 0.08% of 96,000 active; in the data active = a potency from the dose series; inactive = the rest, 99 in 100 with inhibition below about 30%; note: strong numbers were not always called active
Bcl-B displacement – displacers of TR3 peptide from Bcl-B, primary screen, selectivity assay for Bfl-1 inhibitor project, biochemical, fluorescence polarization; FP displacement of FITC-TR3 peptide from Bcl-B; higher % means a stronger effect; displacement, % at 20 µM; hits with a dose series show IC50 in µM; 0.11% of 96,000 active; AID 748;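 active = displacement above 50% at 20 µM plus a fluorescence interference ratio under 1.5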;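 note: plate controls were wells without compound for no effect and wells lacking Bcl-B protein for full effect; a part of the inactive calls stands beside numbers as strong as those of hits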
IL1B NFkB inh – blocks IL-1B driven NFkB nuclear translocation in HUVEC cells | inhibition, % at 2 µM | HUVEC IL-1B NFkB p65 nuclear translocation imaging | 0.43% of 94,000 active;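 active = inhibition above about 30% together with a positive call from visual inspection of the well image, limit read from the data; inconclusive = inhibition above a set limit but visual check negative; inactive = inhibition not above a set limit, visual check negative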;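 note: nuclear over cytoplasmic p65 intensity ratio measured by imaging; 0% = IL-1B stimulated DMSO wells and 100% = unstimulated DMSO wells; values of inactives mirror those of a sister screen read the other way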
MRP reversal cytotoxicity – further read-out of MRP reversal, marked with its call; viability, %; H69AR cells, CellTiter-Glo, 72 h; measured here: cytotoxicity without doxorubicin
MRP reversal with doxorubicin – recorded beside MRP reversal, whose call it bears; viability, %; measured here: viability with 2 uM doxorubicin; hits give low values
IL1B NFkB inh cell count 2 µM – further read-out of IL1B NFkB inh, marked with its call; cell count; measured here: cells passing quality filter;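 raw number of nuclei counted in each imaged well without normalization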
NFkB transloc pot cell count 2 µM – recorded beside NFkB transloc pot, whose call it bears; cell count; measured here: cells passing quality filter
* hit, by the source's call; u = inconclusive; x = no result given. A portion of the library; the hit share may differ from the screen's.

SMILES	MRP reversal	MRP reversal cytotoxicity	MRP reversal with doxorubicin	NFkB transloc pot	NFkB transloc pot cell count 2 µM	PLAP inhibitors HTS	Bcl-B displacement	IL1B NFkB inh	IL1B NFkB inh cell count 2 µM
CC(=O)Oc1cccc(N2C(=O)C3CC=C(Cl)CC3C2=O)c1 (configuration not stated)	-18	85	103	13	112	-5%	-5%	-13	112
CC(=O)Nc1ccc(NC(=O)c2ccccc2CC[N+](=O)[O-])cc1	x	x	x	-1	123	7%	1%	1	123
CCn1cc(C(=O)NCCCN2CC(C)CC(C)C2)c2cc(OC)c(OC)cc2c1=O (configuration not stated)	9	90	81	5	187	-49%	4%	-5	187
CCN(CC)CCOc1ccc(Br)cc1	2	80	78	12	119	x	x	-12	119
COc1ccc(NC(=O)c2c(NC(=O)CNCc3ccco3)sc3c2CCC3)cc1	-4	71	75	8	85	-79%	-17%	-6	85
CC1CN(C(=O)c2ccc3c(c2)OCO3)OC(c2ccccc2)O1 (configuration not stated)	8	97	89	-22	110	14%	-6%	22	110
CCn1cc(C(=O)NCCCN(C)c2ccccc2)c(=O)c2cc(S(=O)(=O)N(C)C)ccc21	22	83	60	x	x	-41%	3%	x	x
Cc1nc(-c2c(-c3ccc(O)cc3O)noc2C(F)(F)F)cs1	-3	110	113	-4	127	-12%	-7%	4	127
COc1ccc(OCCCC(=O)NCC(C)C)cc1	-2	97	100	9	173	-22%	3%	-9	173
COc1ccc(OC)c(-n2c(-c3ccc(S(C)(=O)=O)cc3)cc(C=O)c2C)c1	7	92	85	-3	159	-37%	-4%	3	159
COc1ccc(CCNC(=O)C2CCCN(S(=O)(=O)c3cnc[nH]3)C2)cc1OC (configuration not stated)	6	101	95	-1	140	-4%	7%	1	140
COc1cc(/C=c2\sc3n(c2=O)C(c2ccccc2)C(c2ccccc2)=NN=3)ccc1O (configuration not stated)	-4	64	68	-5	175	-4%	-262%	5	175
O=C(CCn1c(=O)[nH]c2ccccc2c1=O)N1CCN(c2ccc(Cl)cc2)CC1	12	109	97	10	60	20%	-14%	-10	60
COC(=O)NCc1ccc(CNC(=O)OC)cc1	-5	95	100	19	128	-10%	10%	-20	128
CCN=C1SC(CC(=O)Nc2ccc(C(F)(F)F)cc2)C(=O)N1CC (configuration not stated)	-2	94	96	2	119	4%	22%	-2	119
CCSc1nc(O)cc(=O)n1-c1ccc(OC)cc1	-6	95	100	14	183	15%	4%	-14	183
COc1ccc(NC(=O)CN2C(=O)C(C)Oc3ccccc32)c(OC)c1 (configuration not stated)	-3	88	92	0	106	6%	1%	0	106
CCOC(=O)N1CCN(CCC(=O)Nc2ccc(C)c(Br)c2)CC1	x	x	x	-3	150	-30%	-4%	3	150
O=C(Oc1ccccc1)c1cc2ccccc2o1	2	84	81	1	132	25%	-7%	-1	132
O=C(Nc1ccc(Cl)cc1)C1CCCN(S(=O)(=O)c2cnc[nH]2)C1 (configuration not stated)	11	94	83	-5	195	-5%	4%	5	195
COC(=O)C1CCN(C(=O)Cc2ccc(Br)cc2)CC1	4	93	89	18	169	13%	-13%	-18	169
O=[N+]([O-])c1cccc(/C=N/Nc2nccnc2Cl)c1	x	x	x	3	172	12%	9%	-3	172
CCn1c(CSc2ncccn2)nnc1SCC(=O)N1c2ccccc2CC1C (configuration not stated)	1	88	88	18	130	-26%	-7%	-18	130
CCOC(=O)C1CN(S(=O)(=O)c2ccc(F)cc2)C1	x	x	x	-10	152	-4%	0%	10	152
O=[N+]([O-])c1cccc(C(=Nc2ccc(Cl)cc2)NO)c1	x	x	x	10	195	28%	-3%	-10	195
CCn1c(C(=O)N2CCCC(C(=O)O)C2)cc2sccc21 (configuration not stated)	11	101	90	0	101	x	x	0	101
Cc1cccc(NC(=O)CS(=O)(=O)c2c[nH]c3ccccc23)c1C	x	x	x	38	94	-7%	15%	-38	94
Clc1ccc(-c2nnc(-c3ccco3)o2)cc1	4	98	94	-1	106	3%	15%	1	106
O=C(Nc1ccc(Sc2ccc(Br)cc2)cc1)c1ccco1	-32	54	87	14	151	15%	-5%	-14	151
COCC(COCCCNC(=O)Nc1ccc(Br)cc1)OC (configuration not stated)	4	99	95	25	153	0%	-5%	-25	153
c1ccc2c(c1)nc(NC1CCCCC1)c1nncn12	6	92	86	21	61	5%	0%	-22	61
CN(C)S(=O)(=O)N(CC(=O)NCc1ccccc1)c1ccccc1	1	88	88	0	117	12%	7%	0	117
CCOC(=O)c1ccc(COc2nc3ccccc3nc2-c2ccccc2NC(C)=O)o1	-27	51	79	-5	98	8%	3%	5	98
COCCNC(=O)C(c1ccccc1C)N(CCOC)C(=O)Cn1nnc2ccccc21 (configuration not stated)	4	83	79	-11	109	-29%	4%	11	109
Cc1occc1-c1nnc(SCC(=O)Nc2nc(-c3ccccc3)cs2)o1	6	89	84	3	173	16%	-24%	-3	173
Cc1noc(C)c1CSc1nnc(-c2ccccc2F)n1CCc1ccccc1	16	109	93	4	96	-22%	-5%	-4	96
Cc1ccc(C)c(N(C)C(=O)c2coc(=O)c3ccccc23)c1	5	100	95	4	134	16%	2%	-4	134
CN1CCN(C(=O)c2ccc3c(c2)NC(=O)C(N2CCOCC2)S3)CC1 (configuration not stated)	-1	100	101	-6	112	-27%	6%	6	112
CCCOc1ccc(C2/C(=C(\O)c3c(C)[nH]c(C(=O)OC)c3C)C(=O)C(=O)N2CCN(C)C)cc1 (configuration not stated)	-13	94	107	3	126	-39%	1%	-3	126
Cc1cccc(-c2noc(-c3ccc(F)cc3)n2)c1	3	92	89	20	129	-39%	-6%	-20	129
c1ccc(Cn2nnnc2-c2ccco2)cc1	8	91	83	16	122	10%	3%	-16	122
CCC(C)NC(=O)CNC(=O)Cn1c(C)cc2ccccc2c1=O (configuration not stated)	0	84	84	x	x	-13%	-9%	x	x
Cc1ccc(-n2nc(C(=O)NCc3ccc(C)o3)c3c4ccccc4n(C)c3c2=O)cc1	13	41	28	31	213	-42%	0%	-31	213
O=C(Nc1ccon1)c1ccccc1Cl	2	86	84	8	118	-11%	-10%	-8	118
COc1ccc(NC(=O)c2cccc(Cn3cc(Br)cn3)c2)cn1	12	106	94	38	132	-50%	32%	-38	132
CCN(CC)c1ncnc2sc(C(=O)N3CCN(c4ccccc4)CC3)c(C)c12	-16	55	71	x	x	-48%	-5%	x	x
CCOC(=O)c1c(NC(=O)CSc2nnnn2C)sc(CC)c1C	-3	80	83	x	x	-62%	-27%	x	x
CCOC(=O)c1c(-c2ccccc2)csc1NC(=O)C1CCCO1 (configuration not stated)	x	x	x	-5	116	-4%	4%	5	116
COc1ccc(CCNC(=S)NC(=O)c2ccccc2)cc1OC	x	x	x	-4	161	16%	-13%	4	161
Cc1ccc(Cl)cc1N1CCN(C(=O)C2CCN(S(=O)(=O)c3cnc[nH]3)CC2)CC1	0	98	98	x	x	-79%	-6%	x	x
Following part.
SMILES	MRP reversal	MRP reversal cytotoxicity	MRP reversal with doxorubicin	NFkB transloc pot	NFkB transloc pot cell count 2 µM	PLAP inhibitors HTS	Bcl-B displacement	IL1B NFkB inh	IL1B NFkB inh cell count 2 µM
Nc1nonc1-c1nc2ccccc2n1Cc1ccccc1	-23	17	40	6	172	20%	-5%	-6	172
Cc1ccc(Cn2nnc3c(=O)[nH]c(C4CCN(S(=O)(=O)c5cc(C)ccc5C)CC4)nc32)cc1	-7	32	39	12	79	-44%	0%	-12	79
CC(C)(C)NC(=O)C(c1ccco1)N(C(=O)Cn1nnc(-c2ccc(F)cc2)n1)c1ccccc1 (configuration not stated)	5	103	98	0	167	x	x	0	167
NC12CCc3c(no[n+]3[O-])C1(O)CC(c1ccccc1)=[N+]2[O-] (configuration not stated)	-7	72	80	19	174	-66%	33%	-19	174
C=CCc1ccc(OCC(O)CN2CCC(Cc3ccccc3)CC2)c(OC)c1 (configuration not stated)	-11	21	32	-5	125	-72%	1%	5	125
Cc1cc(CSc2ccccc2)ccc1NC(=O)c1cccc([N+](=O)[O-])c1	x	x	x	6	109	26%	2%	-6	109
O=C(c1ccccc1)c1ccc(OCC(O)CN2CCOCC2)cc1 (configuration not stated)	3	84	81	u	x	x	x	-52	132
COc1ccc(OC)c2[nH]c(=O)c(CCNS(=O)(=O)c3ccc(C)cc3)cc12	10	71	61	2	106	-43%	0%	-2	106
COc1ccc(CCNC(=O)CSc2nc(-c3ccco3)cc(C(F)(F)F)n2)cc1OC	x	x	x	25	78	-46%	0%	-25	78
CCC1(c2ccc(F)cc2)NC(=O)N(CC(=O)c2ccc[nH]2)C1=O (configuration not stated)	x	x	x	13	103	1%	0%	-13	103

2 compounds from above, reduced to NFkB transloc pot cell count 2 µM.
structure,NFkB transloc pot cell count 2 µM
CC(C)(C)NC(=O)C(c1ccco1)N(C(=O)Cn1nnc(-c2ccc(F)cc2)n1)c1ccccc1 (configuration not stated),167
NC12CCc3c(no[n+]3[O-])C1(O)CC(c1ccccc1)=[N+]2[O-] (configuration not stated),174

(list continues)
SMILES	MRP reversal	MRP reversal cytotoxicity	MRP reversal with doxorubicin	NFkB transloc pot	NFkB transloc pot cell count 2 µM	PLAP inhibitors HTS	Bcl-B displacement	IL1B NFkB inh	IL1B NFkB inh cell count 2 µM
O=C(C(c1ccccc1)c1ccccc1)N1CCN(Cc2ccc(Br)cc2)CC1	-40	36	76	19	64	8%	0%	-19	64
O=C1N(Nc2ccccc2)C(c2ccc(Br)cc2)C12CCCCC2 (configuration not stated)	8	19	12	13	155	28%	9%	-13	155
CCN(CC)c1ncn(Cc2c(Cl)cccc2Cl)c2ncnc1-2	9	82	73	14	134	8%	-7%	-14	134
Cc1cccc(NC(=O)CC2S/C(=N/c3nccs3)N(C)C2=O)c1 (configuration not stated)	-18	80	98	-4	68	7%	-7%	4	68
c1ccc(N2CCN(c3ccccc3)C2c2cccs2)cc1	6	95	89	-23	146	17%	-11%	23	146
COc1ccc(C(CNC(=O)COc2ccccc2OC)N(C)C)cc1OC (configuration not stated)	-1	83	83	-7	191	0%	-2%	7	191
O=C(O)c1ccc(-c2ccco2)n1Cc1ccccc1	x	x	x	-1	70	4%	-2%	2	70
O=C1Nc2cc(Cl)c(Cl)cc2N(O)N1c1ccc(Cl)cc1	-8	92	99	5	132	-17%	3%	-5	132
COc1cccc2c3c(c(=O)[nH]c12)CCC(C)(C)O3	x	x	x	2	167	-65%	4%	-2	167
CCC1CCCCN1C(=O)CSc1nc(N)c(NC(=O)c2ccc(OC)c(OC)c2)c(=O)[nH]1 (configuration not stated)	-7	89	97	-25	52	-32%	-5%	25	52

Record cards, from the list above. Screens in order: MRP reversal | MRP reversal cytotoxicity | MRP reversal with doxorubicin | NFkB transloc pot | NFkB transloc pot cell count 2 µM | PLAP inhibitors HTS | Bcl-B displacement | IL1B NFkB inh | IL1B NFkB inh cell count 2 µM
Results for CCC1CCCCN1C(=O)CSc1nc(N)c(NC(=O)c2ccc(OC)c(OC)c2)c(=O)[nH]1 (configuration not stated) : -7 | 89 | 97 | -25 | 52 | -32% | -5% | 25 | 52
Results for Cc1cccc(NC(=O)CC2S/C(=N/c3nccs3)N(C)C2=O)c1 (configuration not stated) : -18 | 80 | 98 | -4 | 68 | 7% | -7% | 4 | 68
Results for O=C(O)c1ccc(-c2ccco2)n1Cc1ccccc1 : x | x | x | -1 | 70 | 4% | -2% | 2 | 70
Results for c1ccc(N2CCN(c3ccccc3)C2c2cccs2)cc1 : 6 | 95 | 89 | -23 | 146 | 17% | -11% | 23 | 146
Results for O=C(C(c1ccccc1)c1ccccc1)N1CCN(Cc2ccc(Br)cc2)CC1 : -40 | 36 | 76 | 19 | 64 | 8% | 0% | -19 | 64

Remaining list, next part
SMILES	MRP reversal	MRP reversal cytotoxicity	MRP reversal with doxorubicin	NFkB transloc pot	NFkB transloc pot cell count 2 µM	PLAP inhibitors HTS	Bcl-B displacement	IL1B NFkB inh	IL1B NFkB inh cell count 2 µM
CCOc1cc(C(=O)N2CCc3cc(OC)c(OC)cc3C2)ccc1OC(F)F	x	x	x	-6	95	-48%	10%	6	95
C(#CCN1CCOCC1)COCCOC(c1ccccc1)c1ccccc1	10	96	86	6	146	-58%	6%	-6	146
O=C(NCCC1=CCCCC1)N[C@@H](Cc1ccccc1)C(=O)O	13	88	76	12	157	15%	-3%	-12	157
Cc1onc(-c2ccccc2)c1C(=O)Nc1nc(-c2ccccc2)cs1	x	x	x	2	165	-58%	-106%	-2	165
